Source: PubChem BioAssay (The Scripps Research Institute Molecular Screening Center)
OX1R antag-1 = blocks the human orexin 1 receptor | O43613 | CHO/OX1R cells, Fluo-8 calcium fluorescence, orexin A | inhibition, % at 5 µM | hit rate 0.43% among 330,000 | AID 434989;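 active = inhibition above its plate's threshold, mean inhibition of all tested compounds on the plate plus 3 SD, cut at about 37% in these data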;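 note: 0% = orexin A challenge wells and 100% = SB-334867-A antagonist wells; not every result past the cut was called active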
Target sequence (O43613 whole entry, looked up): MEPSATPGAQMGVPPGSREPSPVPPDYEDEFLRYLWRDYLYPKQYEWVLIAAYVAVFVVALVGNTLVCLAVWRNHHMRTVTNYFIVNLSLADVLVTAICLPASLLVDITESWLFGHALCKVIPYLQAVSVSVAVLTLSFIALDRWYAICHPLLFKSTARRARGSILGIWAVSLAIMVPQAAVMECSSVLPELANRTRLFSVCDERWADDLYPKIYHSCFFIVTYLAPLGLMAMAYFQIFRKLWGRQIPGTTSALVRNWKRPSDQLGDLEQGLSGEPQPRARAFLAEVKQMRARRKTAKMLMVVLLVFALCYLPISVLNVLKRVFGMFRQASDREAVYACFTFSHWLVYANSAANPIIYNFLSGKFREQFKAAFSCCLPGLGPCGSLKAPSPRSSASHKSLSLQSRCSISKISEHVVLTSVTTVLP
OX1R antag-2 = OX1R (human) antagonism. hit rate 1.8% among 330,000. inhibition, % at 6.6 µM. OX1R-expressing cells, FRET antagonist read-out. AID 485270; in the data active = inhibition mostly above about 38%, no sharp cut-off; inactive = mostly below about 40%;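 note: 0% = agonist challenge alone and 100% = reference antagonist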
* hit, by the source's call.

SMILES	OX1R antag-1	OX1R antag-2
O=C(COc1ccc(F)cc1)N(Cc1cccc(Br)c1)C1CCS(=O)(=O)C1 (centres undefined)	-9	1
CC/C(C)=N/NC(=O)c1[nH]c2ccc(C)cc2c1-c1ccccc1	-27	93*
COc1ccc(C2=NC(=O)NC2c2ccc(OC)cc2)cc1 (centres undefined)	-7	1
COc1ccc(-n2ncc3c(N4CCN(Cc5ccccc5)CC4)ncnc32)cc1	-26	8
Cc1c(C(=O)Nc2ccc(S(=O)(=O)Nc3ncccn3)cc2)oc2ccccc12	-20	-2
CC(=O)Nc1c(C(=O)c2ccc(F)cc2)oc2ccccc12	-29	14
CCN(CC)CCN1C2=C(C(=O)CC(C)(C)C2)C(c2cccc(F)c2)C2=C1CC(C)(C)CC2=O	-13	4
CCOc1ccc(N(CC(=O)NC2CCCCC2)S(=O)(=O)c2ccc(C)cc2)cc1	-23	11
CCOc1ccc(C2C(C(=O)c3ccc(C)o3)=C(O)C(=O)N2CCCN(CC)CC)cc1 (centres undefined)	-10	2
CCNc1ccc(C(=O)OCC(=O)N(Cc2ccccc2)C(C)(C)C)cc1[N+](=O)[O-]	-30	17
Oc1ccccc1CN1CCCN(Cc2ccccc2O)C1	-8	13
Cc1cccc(OCCCCCN2CCOCC2)c1C	-10	4
O=C(O)c1sc2cc(C(F)(F)F)cnc2c1-c1ccccc1	-16	12
CC(C)(C)c1ccc(C(=O)Nn2cnnc2)cc1	-10	9
Cc1ccc(CN2CCC(CNC(=O)Nc3ccccc3F)CC2)cc1	-14	-4
COc1ccccc1C(=O)N/C(=C\c1ccc(Br)cc1)C(=O)NCCC(=O)O	-17	16
CC(=O)N/C(=C/c1ccc(OS(=O)(=O)c2ccc(C)cc2)cc1)C(=O)Nc1ccc(C(=O)O)cc1	-10	15
COCCNc1cc(C)nc2cc(-c3ccc(C)cc3)nn12	-24	31
CC1=C(C(=O)OCc2ccccc2)C(c2ccccc2OS(=O)(=O)c2ccc([N+](=O)[O-])cc2)NC(=O)N1CCCC(=O)O (centres undefined)	-27	27
C/C(=N/Nc1ccc(C)cc1)C1(C)N(O)C(C)(C)C(c2ccco2)=[N+]1[O-] (centres undefined)	-6	2
O=C(CC1CCCC1)NCCS(=O)(=O)N1CCN(c2ccccc2F)CC1	-23	23
COc1cc(-c2noc(C)c2C#CCO)cc(OC)c1OC	-2	15
CCCCC(=O)Nc1ccc(NC(=O)c2ccc3c(c2)OCO3)cc1OC	-38	21
CCSC1=N/C(=C\c2ccccc2)C(=O)N1	2	60
NS(=O)(=O)c1ccc(Nc2ncccc2[N+](=O)[O-])cc1	1	58*

Further results follow:
SMILES	OX1R antag-1	OX1R antag-2
CCCS(=O)(=O)c1c(S(=O)(=O)CCC)c2c(C)cccn2c1C(=O)N/N=C/c1cc(O)cc(O)c1	-35	3
COc1ccc(C2C(C#N)=C(N)Oc3n[nH]c(C)c32)cc1Cn1nnc2ccccc21 (centres undefined)	-19	14
CC(C)Oc1ccc(C(CC(=O)O)NC(=O)CSc2ncn[nH]2)cc1 (centres undefined)	-4	34
COc1ccc(CNCc2c(O)c(Cl)cc3c(C)c(C)c(=O)oc23)c(OC)c1	-35	7
CCN1CCN(C(=O)Cn2ncc3c2-c2ccccc2OC3)CC1	-22	4
O=C(Nc1ccc(-c2nnn(CC(=O)N3CCN(C(=O)c4ccco4)CC3)n2)cc1)c1ccc(F)cc1	-13	13
O=c1[nH]c(CSc2nnc(COc3ccccc3)n2-c2ccccc2)nc2ccccc12	-17	-11
COc1ccc(-n2nc(C(=O)NCC(=O)N3CCN(c4ccccc4OC)CC3)c3ccccc3c2=O)cc1OC	-1	15
CCN(C[C@H]1N[C@@](Cc2ccccc2)(C(=O)OC)[C@H]2C(=O)N(C)C(=O)[C@@H]12)S(=O)(=O)c1ccccc1	-15	9
COc1ccc(CCNC(=O)c2c(O)c3c([nH]c2=O)CCCC3)cc1OC	-10	16
Cc1ccc(S(=O)(=O)n2c([N+](=O)[O-])cnc2C)c(C)c1C	2	14
CCOC(=O)c1cc2c(=O)[nH]ccc2nc1C	-2	-19
CCOC(=O)c1cnn(-c2ccc(C)cc2)c1N	-18	12
COc1ccc(NC(=O)C(C)N(c2ccc(C)cc2)S(C)(=O)=O)cc1 (centres undefined)	-14	8
Fc1ccc(C(CNC(=S)NC2CCCCC2)N2CCOCC2)cc1 (centres undefined)	-14	26
CC(C)C(=O)Nc1ccc(C(=O)NNC(=S)NC(=O)c2cccs2)cc1	-6	14
Cc1nc(-c2ccc(C(=O)N3CCCC3)cc2)cs1	-14	20
Cc1ccc(N=Nc2c(C)[nH]n(-c3ccccc3)c2=O)c(C)c1	-31	13
Brc1cccc(-c2nnc3n2CCCCC3)c1	4	21
Cc1ccnc(NC(=O)c2ccc(Cl)cc2Cl)n1	-10	2
COc1ccccc1NS(=O)(=O)c1cc(NC(=O)C(C)NC(N)=O)ccc1N1CCCC1 (centres undefined)	-4	2
COc1ccc(/C=C/C(=O)NC(=S)NNC(=O)c2ccco2)cc1OC	-5	19
O=C(O)c1ccc2c(c1)C(=O)N(c1cccc(-c3nc4ccccc4s3)c1)C2=O	0	12
O=C(CCN1C(=O)c2ccccc2C1=O)C1=NN[C@@H]2C(=O)N(c3ccc4c(c3)OCCO4)C(=O)[C@H]12	-36	15
O=C(N1CCN(c2ccccc2)CC1)C1(c2cccs2)CCOCC1	-21	15

(continued)
SMILES	OX1R antag-1	OX1R antag-2
O=C1CC(Sc2ccc(Cl)cc2)C(=O)N1Cc1ccncc1 (centres undefined)	-7	2
CCOCCCNC(=O)c1ccccc1OC1CCN(S(C)(=O)=O)CC1	-20	11
CCCc1cc(=O)[nH]c(SCC(=O)N2CCN(c3ccccc3)CC2)n1	-19	17
O=C(Oc1cccc([N+](=O)[O-])c1)c1ccc2c(=O)n3c(nc2c1)CCC3	-4	8
O=C(O)CN1C(=O)c2cccc3c(Br)ccc1c23	-15	12
Cc1ccc(S(=O)(=O)N(C)C)cc1NC(=O)C(C)N(C)Cc1sccc1C (centres undefined)	5	37
Cc1nc2c(C(=O)NCc3cccs3)cnn2c(C)c1Cc1ccc(F)cc1	-26	8
O=C(c1ccc(Br)cc1)C(CN1CCOCC1)c1ccccc1 (centres undefined)	8	6
FC(F)(F)c1cnc(C(c2ccccc2)c2ncn[nH]2)c(Cl)c1 (centres undefined)	-10	22
O=C(NCc1ccccc1Cl)C1CCCN(C(=O)Nc2ccc(F)cc2)C1 (centres undefined)	-15	6
OCOCCCn1c(C2CCCN2c2nc(-c3ccc(F)cc3)cs2)nc2cc(Cl)c(N3CCCCC3)cc21 (centres undefined)	-32	9
COc1ccc([N+](=O)[O-])cc1NC(=O)c1cccnc1	2	44
CCN(CC(=O)NCc1cccs1)C(=O)/C=C/c1ccc(OC)c(OC)c1	-21	21
O=C(/C=C/c1ccc(Cl)cc1)Nc1ccccc1N1CCOCC1	-41	17
CCCCN(C(=O)CSc1nnc(-c2ccc(OC)cc2)n1C(C)C)c1c(N)n(Cc2ccccc2)c(=O)[nH]c1=O	-17	8
COc1ccccc1C(=O)N(C1=NC(C)CS1)c1ccc(Cl)cc1 (centres undefined)	-21	16
CCOc1ccc(NC(=O)Nc2c(C)n(C)n(-c3ccccc3)c2=O)cc1	-8	-1
Cc1ccc(OCC(=O)N2CCN(C(=O)c3ccc([N+](=O)[O-])cc3)CC2)cc1	-9	32
Cc1ccc(NC(=O)/C=C/c2cccc(C(F)(F)F)c2)cc1	-21	13
Nn1cnnc1SCC(=O)Nc1ccc(C2CCCCC2)cc1	4	1
COc1cc(/C=C/C(=O)OCC(=O)N(C)CC(=O)Nc2ccc(F)cc2)ccc1OC(F)F	-32	0
Cc1ccccc1-n1c(C)cc(/C=C2/C(=N)N3C(c4ccccc4)=CSC3=NC2=O)c1C	-29	14
Cc1ccc(CSc2nnc(-c3ccc(S(=O)(=O)N4CCCC4)cc3)o2)cc1	-8	5
Cc1sc2ncn(CC(=O)N3CCN(c4ccc(F)cc4)CC3)c(=O)c2c1S(=O)(=O)N1CCOCC1	-18	9
CCOC(=O)N1CCN(C(=O)CNC2CCCCCCC2)CC1	-9	11

Structural class: those above with bromine (five)
SMILES	OX1R antag-1	OX1R antag-2
O=C(COc1ccc(F)cc1)N(Cc1cccc(Br)c1)C1CCS(=O)(=O)C1 (centres undefined)	-9	1
COc1ccccc1C(=O)N/C(=C\c1ccc(Br)cc1)C(=O)NCCC(=O)O	-17	16
Brc1cccc(-c2nnc3n2CCCCC3)c1	4	21
O=C(O)CN1C(=O)c2cccc3c(Br)ccc1c23	-15	12
O=C(c1ccc(Br)cc1)C(CN1CCOCC1)c1ccccc1 (centres undefined)	8	6

Next part:
SMILES	OX1R antag-1	OX1R antag-2
Cc1nonc1CN(C)C(=O)c1cc(COc2ccc(F)cc2Cl)on1	-17	17
Cc1ccnc(NC(=O)C2(c3cccs3)CCOCC2)c1	-22	14
Cc1ccc(N(C(=O)Nc2ccccc2)C2=NCCC2)cc1	-3	11
Cc1ccc(NC(=O)c2ccc(Br)o2)cc1S(=O)(=O)N(C)C	-34	28
COc1ccccc1NC(=O)Nc1nnc(C(C)C)s1	-19	17
Cc1ccc(SCc2c(C#N)c3ccccc3n2C)cc1	-2	34
CCOC(=O)C1(C)NC(c2ccco2)C2C(=O)N(c3ccccc3)C(=O)C21 (centres undefined)	-7	12
Cc1ccc(CN2CCSc3ccc(C(=O)NCc4cccnc4)cc32)cc1	-26	20
Cc1cccc(C(=O)Nc2nnc(SCC(=O)NC3CC3)s2)c1	-11	6
Cn1c(=O)c(-c2cccc(Cl)c2)c(O)c2ccccc21	-4	5
CCCN(Cc1nnc(-c2ccccc2Cl)o1)C(=O)c1cc(S(=O)(=O)N2CCOCC2)ccc1F	-32	23
Cc1ccc(CC2C(=O)N(c3nc(C)cc(C)n3)C(=O)C2C)cc1 (centres undefined)	-7	7
COc1ccc(/C=N/OCC(=O)NC(c2ccccc2)c2ccccc2)cc1OC	15	42
COc1ccc(NC(=O)c2nc3nccc(C)n3n2)cc1S(=O)(=O)N1CCOCC1	-8	5
Cc1cccc(NS(=O)(=O)c2cn(C)c(=O)n(C)c2=O)c1C	-14	-2
CCOC(=O)c1[nH]c(C)c(CN(CCc2ccc(OC)c(OC)c2)C(=O)CCCC(=O)O)c1C	-21	23
CCn1ncc(Br)c1C(=O)Nc1ccccc1C(=O)OC	-31	22
CSc1ccccc1C(=O)OCC(=O)N1CCN(C(C)=O)CC1	3	2
COc1ccc2nc3c(cc2c1)c(NC(=O)c1cccs1)nn3CC(C)C	-36	39
Cc1ccc(-c2cc(NC(=O)c3ccccc3[N+](=O)[O-])n[nH]2)cc1	-9	18
CC1Cc2ccccc2N1C(=O)CN(C)CC(=O)Nc1ccc(F)cc1 (centres undefined)	-11	5
CN(C(=O)COC(=O)/C=C/c1cccs1)C1CCCCC1	-10	10
Cc1nnc(SCC(=O)N(C)c2c(N)n(Cc3ccccc3)c(=O)[nH]c2=O)n1Cc1ccccc1	-5	7
CSCCC(NC(=O)c1ccc(Cl)cc1)C(=O)NC(C)(C)C (centres undefined)	-32	15
COc1ccccc1NS(=O)(=O)c1cc(C(=O)N2CCCCCC2)ccc1C	2	15

Complete entries, quoted from the list. Screens in order: OX1R antag-1, OX1R antag-2
Listed for COc1ccc(NC(=O)c2nc3nccc(C)n3n2)cc1S(=O)(=O)N1CCOCC1 : -8, 5
Listed for Cc1ccc(-c2cc(NC(=O)c3ccccc3[N+](=O)[O-])n[nH]2)cc1 : -9, 18
Listed for CSc1ccccc1C(=O)OCC(=O)N1CCN(C(C)=O)CC1 : 3, 2

(listing goes on)
SMILES	OX1R antag-1	OX1R antag-2
COc1cc(C(=O)NCC(=O)N/N=C/c2ccc(-c3cccc([N+](=O)[O-])c3)o2)cc(OC)c1OC	-31	6
COc1ccc(C(C)=O)cc1Cn1c(=O)cc(C)[nH]c1=O	-17	6
CCN1CCN(c2nnc(-c3ccc(F)cc3)c3ccccc23)CC1	-33	20
CCN(C(=O)CSc1nnnn1-c1ccccc1OC)C1CCS(=O)(=O)C1 (centres undefined)	-14	19
COc1ccc(CNC(=O)CN(Cc2ccc(OC)cc2)C(=O)CCC(=O)Nc2nccs2)cc1	-25	23
CC1CCN(S(=O)(=O)c2cc(Cl)ccc2Br)CC1	-33	5
C=CCNc1nc(N2CCCC2)nc2ccccc12	-14	41
CC[N+](CC)(CC)CCCCOc1ccc2c(c1)C(=O)c1cc(OCCCC[N+](CC)(CC)CC)ccc1-2	-6	57*
CCOC(=O)c1ccc(NC(=O)CN2C(=O)C(C)SC(C)C2=O)cc1 (centres undefined)	-12	21
N#CC1=C(N)SC(N)=C(C#N)C1Cc1ccccc1	36	39*
CC1=C(C)CC(C(=O)NCC(=O)c2ccccc2)C(C(=O)O)C1 (centres undefined)	-5	29
Cc1ccc(N(C(=O)c2csnn2)C(C(=O)NC(C)(C)C)c2ccncc2)cc1 (centres undefined)	-15	6
Cc1c(Cl)cccc1NC(=S)NC(=O)CCN1C(=O)c2ccccc2C1=O	-20	16
Cc1ccc(-c2n[nH]c(=S)n2Cc2ccccc2)cc1	-20	7
Clc1ccccc1Cn1c(/C=C/c2ccco2)nc2ccccc21	-43	6
Cn1c(CN2CCCC2)nc2cc(NS(=O)(=O)c3ccc(Cl)cc3)ccc21	5	15
Cc1ccc2cc(CCNC(=O)C(C)C)c(=O)[nH]c2c1C	-16	19
COc1ccc(C2=NOC(C(=O)Nc3c(C)n(C)n(-c4ccccc4)c3=O)C2)cc1 (centres undefined)	-13	3
CCOCCCn1c(=S)[nH]c2cc(C(=O)NCCc3ccc(OC)c(OC)c3)ccc2c1=O	-1	3
Cc1ccc(-n2nc3c(c2NC(=O)CC(C)C)CS(=O)(=O)C3)c(C)c1	-12	11

Sorted by heavy-atom count (lowest first): some entries from above.
SMILES	OX1R antag-1	OX1R antag-2
O=C1CC(Sc2ccc(Cl)cc2)C(=O)N1Cc1ccncc1 (centres undefined)	-7	2
CCOCCCNC(=O)c1ccccc1OC1CCN(S(C)(=O)=O)CC1	-20	11
COc1ccc(CNC(=O)CN(Cc2ccc(OC)cc2)C(=O)CCC(=O)Nc2nccs2)cc1	-25	23
CC1=C(C(=O)OCc2ccccc2)C(c2ccccc2OS(=O)(=O)c2ccc([N+](=O)[O-])cc2)NC(=O)N1CCCC(=O)O (centres undefined)	-27	27
